SENP6 block: SENP6 protease inhibition; inhibition, % at 10 µM; Recombinant SENP6 catalytic domain, aminoluciferin luminescence; AID 2599; actives 1.8% (n = 330,000); Q9GZR1;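 active = inhibition above about 50% at the single tested dose, limit read from the data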;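 note: plate controls were DMSO wells with enzyme for no effect and DMSO wells lacking enzyme for full effect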
SENP7 block: inhibitors of human SENP7 protease; recombinant SENP7, Z-RLRGG-aminoluciferin luminescence, 40 min; inhibition, % at 5 µM; actives 1.5% (n = 330,000); AID 434973;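 active = inhibition above about 50% at the single test dose, limit read from the data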;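 note: plate controls were DMSO with enzyme for no effect and no enzyme buffer wells for full effect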
Target sequence (Q9BQF6 706-1050 limits assumed): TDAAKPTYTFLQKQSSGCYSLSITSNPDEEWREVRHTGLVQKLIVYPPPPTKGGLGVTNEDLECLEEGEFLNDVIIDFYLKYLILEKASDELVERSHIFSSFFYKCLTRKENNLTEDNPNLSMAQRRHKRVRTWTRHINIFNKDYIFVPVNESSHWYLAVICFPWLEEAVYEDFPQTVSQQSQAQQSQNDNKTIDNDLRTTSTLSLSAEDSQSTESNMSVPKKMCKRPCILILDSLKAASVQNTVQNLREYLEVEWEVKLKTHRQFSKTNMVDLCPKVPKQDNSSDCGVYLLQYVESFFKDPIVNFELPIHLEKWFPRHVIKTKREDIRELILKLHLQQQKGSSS
HKDC1 inhibitor: blocks human hexokinase HKDC1 activity; Q2TB90; recombinant HKDC1, G6PDH/diaphorase resazurin coupled fluorescence; inhibition, % at 20 µM; actives 0.16% (n = 340,000); AID 493160;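 active = inhibition above about 35% when tested at 20 µM, limit read from the data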;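 note: plate controls were DMSO wells with enzyme for no effect and DMSO wells lacking enzyme for full effect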
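Test system: HK5 enzyme. Quantity: 5 µg/mL HK5 final. Reagent: glucose and ATP substrates. Schedule: 90 min reaction incubation at room temperature, dark. Technique: resazurin-to-resorufin fluorescence via G6PDH and diaphorase coupling, 525/613 nm. Control set: DMSO wells with and without enzyme mix.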
Apaf-1 inh: blocks human Apaf-1 apoptosome activity; reconstituted apoptosome caspase-3 activity, DEVD-Rh110 fluorescence; actives 0.71% (n = 330,000); AID 489030; inhibition, % at 20 µM; active = inhibition of at least 40% at 20 µM;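 note: plate controls were DMSO wells for no effect and DEVD-CHO caspase inhibitor wells for full effect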
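Material: cell-free apoptosome with Apaf-1, procaspase-3 and caspase-9; Buffer or medium: Hepes pH 7.5 with detergent and BSA; Reagent: cytochrome c trigger plus (Z-DEVD)2-Rh110 caspase-3 substrate; Times: compound with Apaf-1, dATP, procaspase-3 30 min, then 50 min reaction, room temperature; Technique: Rh110 fluorescence intensity.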
SENP1 FRET inh: SENP1 (human) catalytic domain inhibition; actives 0.21% (n = 360,000); Q9P0U3; inhibition, % at 10 µM; recombinant SENP1 catalytic domain, CyPet-SUMO1-YPet FRET cleavage;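 active = inhibition at least 30% at 10 µM, raw YFP signal under a set limit, fluorescence ratio 0.5 to 1.5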;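 note: 0% = enzyme with DMSO and 100% = no enzyme wells; some results filed as inactive read as strong as hits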
Target sequence (Q9P0U3 419-644 limits assumed): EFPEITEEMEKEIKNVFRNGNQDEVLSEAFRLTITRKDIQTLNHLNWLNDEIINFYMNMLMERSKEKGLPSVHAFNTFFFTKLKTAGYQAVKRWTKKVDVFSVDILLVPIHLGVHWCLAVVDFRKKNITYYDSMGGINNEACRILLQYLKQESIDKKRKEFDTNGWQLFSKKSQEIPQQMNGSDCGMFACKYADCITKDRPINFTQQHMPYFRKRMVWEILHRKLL
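material = recombinant human SENP1 catalytic domain, His6-tagged | quantity = 20 pM enzyme | reagent = 25 nM SUMO1 FRET substrate | compound dosing = 10 µM single point, 0.5% DMSO | timing = 50 min enzyme reaction, room temperature, light-protected | detection = FRET, CFP and YFP emission | control set = no-enzyme low, enzyme-DMSO high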
PfG6PD inh: PfG6PD (Plasmodium falciparum) enzyme inhibition. inhibition, % at 20 µM. PfGluPho enzyme, NADPH resazurin-diaphorase fluorescence. AID 504690. actives 0.78% (n = 350,000);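 active = inhibition reaching at least a set limit at 20 µM in the primary screen, cut at about 59% in these data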;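 note: 0% = DMSO wells with substrate and 100% = DMSO wells lacking glucose-6-phosphate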
SENP8 block-1: blocks human SENP8 cleavage of Nedd8 substrate | Q96LD8 | recombinant SENP8, Nedd8 substrate fluorescence | inhibition, % at 20 µM | actives 0.64% (n = 360,000) | AID 602440; in the data active = inhibition mostly above about 40%, no sharp cut-off; inactive = mostly below about 27%
Target sequence (Q96LD8 whole entry, looked up): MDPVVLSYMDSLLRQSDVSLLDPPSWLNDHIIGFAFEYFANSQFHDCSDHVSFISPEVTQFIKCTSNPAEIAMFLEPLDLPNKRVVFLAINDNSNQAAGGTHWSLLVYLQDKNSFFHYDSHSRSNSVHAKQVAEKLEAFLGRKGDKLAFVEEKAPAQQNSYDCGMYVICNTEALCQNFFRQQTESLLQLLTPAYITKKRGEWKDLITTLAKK
SENP8 block-2: SENP8 protease inhibition; purified SENP8, Z-RLRGG-aminoluciferin cleavage, luminescence; inhibition, % at 10 µM; AID 2540; Q96LD8; actives 1.2% (n = 330,000); in the data active = inhibition above about 50%
* marks the source's active call; other numbers are inactive results; nt = no result given.

SMILES	SENP6 block	SENP7 block	HKDC1 inhibitor	Apaf-1 inh	SENP1 FRET inh	PfG6PD inh	SENP8 block-1	SENP8 block-2
CCC(=O)N1CCc2cc(Br)cc(S(=O)(=O)CCC(=O)NCCc3ccccc3)c21	-10	-6	-2	-21	-1	4	20	-3
Cc1cc2cc(CNC(=O)c3cccc([N+](=O)[O-])c3)ccc2[nH]1	-4	-9	-1	20	8	-5	-14	-14
COc1cc(/C=N/n2cnnc2)ccc1OCCOc1ccccc1	-15	-3	-2	5	3	1	-32	-3
O=C(O)CCN1C(=O)C2C3C=CC(C2C1=O)C1C(=O)N(CCC(=O)O)C(=O)C31 (stereo not drawn)	-2	1	-5	-4	0	-14	14	2
CCOc1nc(-c2ccccc2)ccc1-c1noc(-c2cccs2)n1	-13	-8	12	2	-29	-8	-101	-13
CCOC(=O)c1cccc(NC2c3ccccc3C(=O)N2Cc2ccco2)c1 (stereo not drawn)	0	6	-1	11	2	-10	-45	-4
CCN(CC)C1CCN(C(=O)c2cc(COc3ccc(F)cc3Cl)on2)C1 (stereo not drawn)	12	3	2	-16	-3	7	-1	-3
CCN(C(=O)CSc1nc(C)nc2sc(C)c(C)c12)c1ccc(F)cc1	1	-2	-1	-3	0	-4	4	3
O=C1OC(N2CCN(C/C=C/c3ccccc3)CC2)c2ccccc21 (stereo not drawn)	4	-1	7	-4	0	-13	10	4
Cc1sc2ncnc(N3CCC(C(=O)NNC(=O)c4ccc(F)cc4)CC3)c2c1C	9	-6	1	17	-7	10	-35	10
CCOc1ccc(N2CC(C(=O)Nc3ccccc3N3CCOCC3)CC2=O)cc1 (stereo not drawn)	-25	0	-2	-3	1	-7	28	-4
Cc1c(CNCc2cccs2)c(C(=O)O)c(C)n1Cc1ccccc1	-9	7	-2	3	-1	10	12	-5
COc1ccc(C2C3(C#N)C(N)=NC(OC)(OC)C23C#N)cc1 (stereo not drawn)	5	-7	5	-4	-61	-2	-213	-1
O=C(CN1CCOCC1)NNC(=S)Nc1ccc(Cl)cc1	8	-11	-13	-9	2	4	24	-3
CN(Cc1ccccc1)C(=O)c1cccc(NC(=O)Cc2ccc(NC(=O)C3CCCN(C(=O)CCc4ccccc4)C3)cc2)c1 (stereo not drawn)	nt	nt	-2	nt	1	1	8	nt

Record cards, as listed above. Order of values: SENP6 block, SENP7 block, HKDC1 inhibitor, Apaf-1 inh, SENP1 FRET inh, PfG6PD inh, SENP8 block-1, SENP8 block-2
CCOc1nc(-c2ccccc2)ccc1-c1noc(-c2cccs2)n1 is listed as -13, -8, 12, 2, -29, -8, -101, -13
Cc1cc2cc(CNC(=O)c3cccc([N+](=O)[O-])c3)ccc2[nH]1 is listed as -4, -9, -1, 20, 8, -5, -14, -14

The main list resumes; the four compounds before the break are reprinted first.
SMILES	SENP6 block	SENP7 block	HKDC1 inhibitor	Apaf-1 inh	SENP1 FRET inh	PfG6PD inh	SENP8 block-1	SENP8 block-2
Cc1c(CNCc2cccs2)c(C(=O)O)c(C)n1Cc1ccccc1	-9	7	-2	3	-1	10	12	-5
COc1ccc(C2C3(C#N)C(N)=NC(OC)(OC)C23C#N)cc1 (stereo not drawn)	5	-7	5	-4	-61	-2	-213	-1
O=C(CN1CCOCC1)NNC(=S)Nc1ccc(Cl)cc1	8	-11	-13	-9	2	4	24	-3
CN(Cc1ccccc1)C(=O)c1cccc(NC(=O)Cc2ccc(NC(=O)C3CCCN(C(=O)CCc4ccccc4)C3)cc2)c1 (stereo not drawn)	nt	nt	-2	nt	1	1	8	nt
Cc1nc(Nc2ccccc2)sc1C(=O)c1ccccc1	-7	5	0	2	-6	7	-20	-8
CCCCn1c(SCc2ccccn2)nc2c1c(=O)n(C)c(=O)n2C	-10	-7	-5	6	-1	-4	9	-7
O=C(c1nc2ccccc2[nH]1)c1ccccc1[N+](=O)[O-]	-41	-10	-3	1	-5	24	10	-15
CCN(CC)c1ccc(/C=N/NC(=O)C2CC2)cc1	4	-4	-4	14	-1	17	-398	-14
COc1ccccc1-c1ccc(/C=C2/C=C(CC(C)C)OC2=O)o1	-40	-5	-1	23	-37	6	-429	-4
N#Cc1ccccc1Cn1cc(C#N)c2ccccc21	-12	-7	-2	-1	0	-1	21	-10
COc1cc(CCC(=O)Oc2ccc(C(C)=O)cc2)cc(OC)c1OC	-18	-8	-1	-4	2	-16	9	-8
CC(=O)c1c(C)[nH]c(C(=O)CSc2nnc(-c3ccccc3)n2Cc2ccc3c(c2)OCO3)c1C	7	4	0	15	2	-4	8	13
CCCc1cc(=O)n2[nH]cc(-c3ccc(Cl)cc3)c2n1	-3	11	7	-3	0	-21	-296	-4
CC(c1ccccc1)C1CC(=O)N(C2CCCCC2)C1=O (stereo not drawn)	-17	-12	1	12	1	-11	18	-10
COC(=O)c1ccccc1NC(=O)CSc1nnc(-c2ccncc2)o1	-31	9	-9	-6	-1	-4	9	3
FC(F)(F)c1cccc(OCc2noc(-c3ccsc3)n2)c1	3	3	-1	10	0	6	7	-2
CCOc1ccc(Br)cc1S(=O)(=O)Nc1ccccc1N1CCOCC1	8	14	6	27	-1	17	18	5
Cc1ccc(NC(=O)Cn2c(O)c(N=NS(=O)(=O)c3ccc(C)cc3)c3ccccc32)cc1	-12	6	-9	-1	-10	-36	5	0
CN(C(=O)COC(=O)c1ccc([N+](=O)[O-])cc1Cl)C1CCCCC1	14	6	-7	8	0	21	19	-2
O=C1CCc2ccc(NS(=O)(=O)c3ccc(F)cc3)cc2N1	16	-3	-9	-4	-2	3	-66	3
O=[N+]([O-])c1ccc(COc2cccc(CNc3ccc(Br)cc3)c2)cc1	-6	6	-10	15	3	-12	18	-7
CN(C)CCn1c(=O)n(Cc2ccccc2)c(=O)c2c3c(sc21)CCCCC3	-3	2	-2	18	-1	4	3	4
Clc1nccnc1-c1ccccc1	15	2	-6	1	-2	-1	-16	-3
Cc1cc(NC(=O)CO/N=C/c2ccc3c(c2)OCO3)ccc1Br	-10	-3	-4	-8	-1	-12	29	-5
CCCCCc1nnc(NC(=O)c2ccc(N3CCCC3=O)cc2)s1	-11	-3	0	9	-1	-8	-229	-5
Cc1ccccc1OCc1nnc(SCC(=O)N2c3ccccc3Sc3ccc(Cl)cc32)o1	0	0	5	25	1	-2	8	-3
CCn1nnc(NC(=O)c2ccc(-c3ccccc3[N+](=O)[O-])o2)n1	1	0	12	-10	0	14	20	1
O=C(CN1CCc2ccccc21)NC(=O)NCc1ccco1	2	-2	-4	2	-9	8	4	0
C/C(=N\NC(=S)NCc1ccccc1)c1ccco1	-3	3	-5	1	-4	10	16	-5
O=C(COC(=O)c1c(Cl)cccc1Cl)Nc1cccc(S(=O)(=O)NC2=NCCCCC2)c1	-5	1	0	1	3	15	8	-4
CC12C(=O)N(n3cnnc3)C(=O)C1C1C=CC2C1 (stereo not drawn)	-4	-11	-13	10	-1	-2	12	-10
COc1cccc(N(C(=O)c2csnn2)C(C(=O)NC2CCCC2)c2ccccc2)c1 (stereo not drawn)	10	-4	-2	3	0	13	7	-1
CC1=C/C(=C\c2ccc(Br)o2)C(=O)O1	-30	-6	3	-11	1	-13	-4	-11
CCc1cc2c(=O)n(Cc3ccco3)c(SCC(=O)N(C)C3CCS(=O)(=O)C3)nc2s1 (stereo not drawn)	7	3	4	-2	-7	3	4	10
CCOC(=O)c1cnc(-n2nc(C)cc2C)nc1NC	2	-4	-2	-6	-2	-3	-175	-16
CCOC(=O)c1ccc(NC(=O)c2nc[nH]c2C(=O)N[C@@H](CC(C)C)C(=O)OC(C)(C)C)cc1	-9	-10	3	12	5	14	10	-20
Cc1ccc(-n2c(SCC(=O)NCCN3C(=O)CSC3=O)nnc2-c2ccccc2F)cc1	-25	-7	-10	3	3	-8	18	-7
ONC(=Nc1ccc(Cl)cc1)c1ccccc1	-2	-10	2	10	3	-11	12	-1
O=C1CC(N(O)C2CC(=O)N(Cc3ccccc3)C2=O)C(=O)N1Cc1ccccc1 (stereo not drawn)	-9	6	0	15	1	15	4	-4
COc1ccccc1CN1CN(S(=O)(=O)c2ccccc2)c2nc3ccccc3nc21	-25	3	-2	-14	-2	-6	-69	1
CCOC(=O)C1CCCN(S(=O)(=O)c2cc3c4c(c2)CCC(=O)N4CCC3)C1 (stereo not drawn)	-19	-10	-2	0	0	-2	12	-7
Cc1noc(C)c1C(=O)OCC(=O)NCCc1ccc(S(N)(=O)=O)cc1	-4	6	-4	-6	1	-3	12	10
O=C(COC(=O)CNC(=O)c1cccs1)Nc1ccccc1C(F)(F)F	-26	-1	-12	7	4	3	5	-16
Cc1ccc(O)c(CNc2nc3ccccc3n2C(C)C)c1	-2	10	-4	6	0	11	6	-13
O=Cc1c(Nc2ccccc2Cl)nc2ccccn2c1=O	-12	6	4	-12	-1	3	12	-2
Cc1cc(C)c(C#N)c(SCC(O)CS(=O)(=O)Cc2ccccc2)n1 (stereo not drawn)	-2	-8	-5	0	3	-11	-1	-9
Nc1nc(SCC(=O)NCCCN2CCOCC2)nc2sc3c(c12)CCC3	5	7	-7	-38	-1	14	0	-3
CC(C)c1ccc(NC(=O)COC(=O)c2c[nH]c(=O)[nH]c2=O)cc1	-6	2	-4	2	3	-13	16	-7
CC(=O)Nc1ccc2c(c1)CCCN2C(=O)c1ccccc1	-10	5	-1	-3	-1	4	16	-2
Cc1cc(C(=O)C[N+]2(C)CCOCC2)c(C)n1-c1ccc(Br)cc1	13	0	-2	5	-1	-4	8	6
Cc1sc2nc(SCc3nnc(-c4cccs4)o3)n(C3CCCC3)c(=O)c2c1C	-10	2	4	27	4	-5	15	0
O=C(CNc1cccc2ccccc12)N/N=C/c1ccc([N+](=O)[O-])cc1	74*	30	6	7	-14	6	-105	18
CSc1ccccc1OCc1cc(C(=O)N2CCC(Oc3cccnc3)CC2)no1	-3	-11	nt	19	-3	nt	1	-11
COc1ccc(NS(=O)(=O)c2cc(NC(=O)c3ccc(=O)[nH]c3)ccc2C)cc1	-3	-1	-4	-5	2	9	-6	7
COc1ccc(NC(=O)CC(C)CC(=O)NCc2ccccc2)c(OC)c1 (stereo not drawn)	29	-2	2	0	2	0	14	9
CCOCCCn1c(SCc2nc3sc(C(=O)O)c(C)c3c(=O)[nH]2)nnc1-c1ccc(Cl)cc1	1	-7	1	-14	-11	10	-2	-2
O=C(Cc1ccc(F)cc1)Nc1cccc(-c2ccc3nncn3n2)c1	-12	9	27	-12	3	11	2	2
O=C(NCCCn1ccnc1)c1ccc(Br)o1	-5	3	-10	-10	2	-21	5	3
CCCn1c(O)c(N=N)c2ccccc21	0	2	3	-10	0	-2	27	4
COc1cc(F)ccc1CN1CCC(n2nccc2NC(=O)C2CCOC2)CC1 (stereo not drawn)	-15	-1	-3	5	1	4	10	16
CCCn1c(SCC(=O)NC)nnc1C(C)C	-24	-2	-4	10	0	-11	29	-5
CN(C)/C=N/C1=C(C#N)C(c2cccs2)c2ccc3ccccc3c2O1 (stereo not drawn)	nt	nt	14	nt	-65	10	-119	nt
COc1ccc(NC(C)=O)cc1S(=O)(=O)NC(Cc1ccccc1)C(=O)O (stereo not drawn)	-15	2	-5	-13	1	-12	16	4
Cc1cccc(CCN(C(=O)c2snc(C(N)=O)c2N)C(C(=O)NCC2CCCO2)c2ccc(F)cc2)c1 (stereo not drawn)	-6	0	1	21	-25	2	-314	-2

Compound activity deposited in PubChem by Sanford-Burnham Center for Chemical Genomics.
